From PubChem BioAssay
IMP-1 inh = blocks Pseudomonas aeruginosa IMP-1 metallo-beta-lactamase; purified IMP-1, nitrocefin hydrolysis, epi-absorbance fluorescence; inhibition, % at 5.6 µM; 290,000 tested, 0.45% active; AID 1556;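 active means inhibition above the mean plus 3 SD of all compounds in the same screening run, cut at about 4.5% in these data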;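 further: 0% = IMP-1 with DMSO and 100% = DMSO wells lacking enzyme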
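System: Purified recombinant IMP-1 metallo-beta-lactamase enzyme | Measured by: Fluorescence quenching readout, ex 480/em 530 nm | Replication: Singlicate | Incubation: 15 min preincubation plus 25 min reaction at 25 °C | Evaluation: Percent inhibition from optical density relative to buffer-blank wells | Benchmarks: DMSO with and without IMP-1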
NS3 helicase inh = blocks Hepatitis C virus NS3 helicase unwinding; 290,000 tested, 0.56% active; NS3 helicase DNA unwinding, Cy5 molecular beacon fluorescence; AID 1800; inhibition, % at 10.9 µM;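 active means inhibition above the mean of all tested compounds plus 3 SD, set per campaign, cut at about 35% in these data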;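 further: 0% = DMSO wells and 100% = thioflavine S control wells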
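System: HCV NS3 helicase fragment; control set: DMSO and thioflavine S; technique: Cy5 fluorescence at 0 and 60 min, beacon hairpin quenching; reagent: beacon DNA duplex substrate plus ATP; replicates: singlicate; schedule: 1 h reaction at 25 °C, ATP-initiated; medium: MOPS buffer pH 6.5 with MgCl2, DTT, Tween20, BSA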
PHOSPHO1 inh = PHOSPHO1 (human) inhibition. inhibition, % at 13.3 µM. 290,000 tested, 1.1% active. recombinant PHOSPHO1, absorbance phosphatase assay; in the data active means inhibition above about 60%
Target sequence (Q8TCT1 whole entry, looked up): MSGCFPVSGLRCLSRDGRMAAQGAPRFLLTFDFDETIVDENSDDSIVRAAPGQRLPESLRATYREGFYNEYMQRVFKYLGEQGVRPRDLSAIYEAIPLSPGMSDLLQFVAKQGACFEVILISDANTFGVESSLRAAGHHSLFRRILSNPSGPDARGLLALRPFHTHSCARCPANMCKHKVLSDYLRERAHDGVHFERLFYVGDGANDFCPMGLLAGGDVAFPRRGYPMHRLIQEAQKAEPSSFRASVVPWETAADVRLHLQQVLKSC
VIM-2 inhibitor = inhibitors of Pseudomonas aeruginosa VIM-2 metallo-beta-lactamase; purified VIM-2, nitrocefin hydrolysis, epi-absorbance fluorescence; inhibition, % at 5.6 µM; 290,000 tested, 0.89% active;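 active means inhibition above the mean of all tested compounds plus 3 SD, cutoff set per screening run, cut at about 7.5% in these data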;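 further: red hydrolysis product quenches plate fluorescence so inhibitors raise well fluorescence; 0% = enzyme with DMSO and 100% = DMSO without enzyme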
GalR3 antag = human GalR3 antagonism. O60755. HEK293 GalR3-CNG cAMP membrane potential fluorescence; galR3 body fused to GalR1 C-terminus. inhibition, % at 3 µM. 360,000 tested, 0.44% active;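 active means inhibition above the screen-wide average plus 3 SD, cut at about 13% in these data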;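 further: forskolin and galanin both at EC90 stimulate the cells; cAMP rise reported by CNG channel membrane potential dye signal; 0% = forskolin plus galanin with DMSO and 100% = forskolin alone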
Target sequence (O60755 1-299 limits assumed): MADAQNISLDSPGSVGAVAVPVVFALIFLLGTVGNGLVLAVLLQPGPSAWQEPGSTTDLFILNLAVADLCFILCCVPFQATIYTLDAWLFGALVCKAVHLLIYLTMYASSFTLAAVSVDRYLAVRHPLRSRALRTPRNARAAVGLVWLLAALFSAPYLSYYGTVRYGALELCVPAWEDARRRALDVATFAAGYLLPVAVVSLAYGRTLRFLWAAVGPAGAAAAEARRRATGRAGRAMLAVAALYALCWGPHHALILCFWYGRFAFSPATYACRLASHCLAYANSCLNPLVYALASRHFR
OXTR ag = agonists of human oxytocin receptor; P30559; CHO-OTR cells, Fluo-8 calcium fluorescence; normalized: DMSO 0%, oxytocin 100%; activation, % at 3 µM; 320,000 tested, 0.32% active; AID 2435;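 active means activation above the mean of all tested compounds plus 3 SD, cutoff set per screening run, cut at about 20% in these data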;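 further: peak over basal fluorescence ratio from a 100 s FLIPR kinetic read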
Target sequence (P30559 whole entry, looked up): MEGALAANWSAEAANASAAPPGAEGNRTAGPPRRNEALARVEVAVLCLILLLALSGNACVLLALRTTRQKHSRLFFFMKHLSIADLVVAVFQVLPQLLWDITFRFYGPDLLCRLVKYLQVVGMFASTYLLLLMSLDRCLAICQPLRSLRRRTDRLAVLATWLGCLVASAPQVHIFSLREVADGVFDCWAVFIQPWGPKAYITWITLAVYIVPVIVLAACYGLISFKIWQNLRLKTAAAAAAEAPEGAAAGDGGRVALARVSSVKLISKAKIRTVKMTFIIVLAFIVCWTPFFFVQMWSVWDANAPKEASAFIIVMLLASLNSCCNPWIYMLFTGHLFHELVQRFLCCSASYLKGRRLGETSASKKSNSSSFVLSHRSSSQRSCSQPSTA
GPR7 antagonist = human neuropeptides B/W receptor 1 antagonism; 290,000 tested, 1.1% active; P48145; inhibition, % at 4.4 µM; GPR7-expressing cells, fluorescence antagonist assay; in the data active means inhibition above about 16%, passing the limit was not always enough;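 further: cells stimulated with the agonist NPW; 0% = agonist with vehicle and 100% = vehicle without agonist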
V1R ag counter = V1a receptor agonism, counter-screen for OXTR agonists; P37288; activation, % at 3 µM; 320,000 tested, 0.25% active; CHO-V1R cells, Fluo-8 calcium fluorescence, agonist mode; 0% DMSO, 100% 3 nM vasopressin;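 active means activation above the mean activation of all tested compounds plus 3 SD, per screening run, cut at about 20% in these data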;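 further: signal is peak over basal fluorescence ratio across a 100 second FLIPR read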
FID counter = counter-screen for HCV NS3 helicase inhibitors: DNA intercalator displacement. DNA fluorescent intercalator displacement, fluorescence. inhibition, % at 7.9 µM. 290,000 tested, 0.17% active; in the data active means inhibition above about 37%;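 further: 0% = vehicle and 100% = reference compound; higher means more ethidium bromide displaced from hairpin DNA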
* = called active by the depositor; . = no result given. Not a hit list (roughly 4.3% active in at least one column).

SMILES | IMP-1 inh | NS3 helicase inh | PHOSPHO1 inh | VIM-2 inhibitor | GalR3 antag | OXTR ag | GPR7 antagonist | V1R ag counter | FID counter
COc1ccc(N2CCN(C(=O)C3(S(=O)(=O)c4ccc(C)cc4)CC3)CC2)cc1 | -1.3 | -2 | 32 | -0.8 | -9 | 2.7 | -5 | 3.2 | -35
CCn1c(=O)n(CC)c2cc(N3CCCC3)c(NC(=O)c3ccc(F)cc3)cc21 | 0.2 | 10 | 16 | 3.7 | 4 | -2.5 | -1 | -1.4 | -34
CCOC(=O)C1=C(C)N(C)C(=S)NC1c1cc(OC)ccc1OC (stereo not given) | 0.7 | 0 | -2 | 0.5 | -4 | -1.7 | -12 | -0.3 | -13
COC(=O)Cc1ccc(NC(=O)c2cccs2)cc1 | 1.0 | 5 | 14 | -3.9 | -5 | 0.3 | -2 | 0.4 | -5
O=C(O)CC1COc2ccccc2N1S(=O)(=O)c1ccc(Br)cc1 (stereo not given) | -2.1 | 6 | 20 | -3.0 | -10 | -0.2 | -2 | 2.3 | -32
COc1ccc2oc(C(=O)OCc3c(C)noc3C)c(C)c2c1 | -2.4 | -1 | 51 | -1.9 | -5 | 3.9 | -9 | 6.6 | -8
COc1ccc(CN2CCC(n3nccc3NC(=O)CCCc3ccccc3)CC2)cc1C | -3.3 | -39 | 38 | -2.2 | -2 | 4.9 | 2 | 8.4 | 24
O=C(Nc1ccc(N2CCCCC2)cc1)c1ccc2ccccc2n1 | -1.8 | 2 | -4 | -3.2 | 3 | 0.2 | -11 | 0.7 | -3
COC(=O)c1ccc(COC(=O)c2c(C)nn(Cc3ccccc3Cl)c2Cl)o1 | -2.2 | -1 | 0 | -4.9 | -6 | 1.3 | 1 | 1.3 | -9
CCCCCCC(=O)Nc1cc2c(C)cc(=O)oc2cc1C | -0.7 | 0 | 0 | 0.7 | 6 | -1.2 | -3 | 0.3 | 0
Cc1cc(Sc2nc(N)ncc2[N+](=O)[O-])ncn1 | -4.1 | 3 | -16 | -3.2 | -3 | 0.3 | -14 | 0.3 | -1
Cc1ccc(-c2sc(C)nc2CC(=O)O)cc1 | -2.3 | -4 | 1 | -2.5 | 1 | 0.9 | -1 | -0.6 | -4
CSC(=CC(=O)c1ccccc1)SC | -2.1 | 6 | -56 | -0.9 | -6 | -2.1 | -14 | -1.1 | -6
c1ccc(SCc2nc(-c3ccccn3)no2)cc1 | -2.7 | -1 | 14 | -4.0 | -3 | -0.7 | -8 | 1.3 | -7
CN1CCN(c2ccc(Cl)cc2NC(=O)c2ccc(=O)n(C)n2)CC1 | -5.6 | 1 | -37 | -2.7 | -6 | 0.4 | 1 | 1.7 | 13
COc1ccc(C(=O)C(CN2CCOCC2)c2ccccc2)cc1 (stereo not given) | 1.2 | -4 | 0 | -5.8 | -10 | -1.9 | 11 | -1.1 | -9
CN(C(=O)CSc1nncn1C)C1CCCN(Cc2ccccc2F)C1 (stereo not given) | -2.8 | 4 | 31 | 1.2 | -1 | 1.0 | -12 | 0.7 | -9
Cc1ccc(CNC(=O)C2CCCN(S(=O)(=O)c3cnc[nH]3)C2)cc1 (stereo not given) | 1.3 | -5 | 8 | 0.6 | 2 | 0.3 | -4 | 0.3 | 1
COc1ccc(C(=O)Nc2cccc(S(C)(=O)=O)c2)cc1OC | -2.8 | 14 | 44 | -2.4 | -1 | 0.3 | -7 | -0.5 | -7
O=C(N/N=C/C1CC2CCC1C2)c1c[nH]c2ccccc12 (stereo not given) | -1.4 | 11 | 32 | -6.4 | -2 | -0.1 | 3 | 0.1 | -1
Cc1ccc(-c2c(C)n([O-])c3c([n+]2=O)CCCC3)cc1 | -3.0 | 14 | -3 | -3.6 | -6 | 0.7 | -4 | -0.1 | -1
Cc1ccc(C)c(Oc2cc(NN3CCCCC3)c([N+](=O)[O-])cc2[N+](=O)[O-])c1 | -4.9 | 0 | -19 | -4.4 | -5 | 0.2 | -5 | 0.8 | -4
CC(=O)N1CCC(C(=O)c2ccc(Cl)cc2)CC1 | -1.0 | 8 | 2 | -1.8 | -2 | -0.2 | 18 | 0.8 | -2
COc1cnc(-c2ccccc2)nc1OC | -3.7 | -16 | 44 | -2.2 | -5 | -1.7 | -14 | -0.3 | 1
CCOc1ccccc1NC(=O)NC(=O)N(C)S(C)(=O)=O | -3.4 | 11 | 1 | -2.8 | -6 | 2.5 | -16 | 1.6 | 0

Given with each value named: 3 of the compounds above.
Cc1ccc(-c2sc(C)nc2CC(=O)O)cc1
  IMP-1 inh = -2.3	NS3 helicase inh = -4	PHOSPHO1 inh = 1	VIM-2 inhibitor = -2.5	GalR3 antag = 1	OXTR ag = 0.9	GPR7 antagonist = -1	V1R ag counter = -0.6	FID counter = -4

CSC(=CC(=O)c1ccccc1)SC
  IMP-1 inh = -2.1	NS3 helicase inh = 6	PHOSPHO1 inh = -56	VIM-2 inhibitor = -0.9	GalR3 antag = -6	OXTR ag = -2.1	GPR7 antagonist = -14	V1R ag counter = -1.1	FID counter = -6

c1ccc(SCc2nc(-c3ccccn3)no2)cc1
  IMP-1 inh = -2.7	NS3 helicase inh = -1	PHOSPHO1 inh = 14	VIM-2 inhibitor = -4.0	GalR3 antag = -3	OXTR ag = -0.7	GPR7 antagonist = -8	V1R ag counter = 1.3	FID counter = -7

Later entries.
SMILES | IMP-1 inh | NS3 helicase inh | PHOSPHO1 inh | VIM-2 inhibitor | GalR3 antag | OXTR ag | GPR7 antagonist | V1R ag counter | FID counter
NS(=O)(=O)c1ccc(S(=O)(=O)N2CCCC2)cc1 | -3.8 | 8 | -12 | -0.8 | 0 | -0.2 | 8 | 0.9 | -1
COc1ccc(NC(=S)N2CCCC2)cc1 | -4.1 | 7 | -8 | -3.5 | -2 | 0.8 | 0 | 0.7 | -5
CC1=C(C(=O)OC(C)(C)C)C(c2ccco2)C(C#N)=C(N)O1 (stereo not given) | -0.6 | 4 | -38 | -0.3 | 0 | -1.2 | -9 | 0.1 | -8
O=C(/C=C/c1ccccc1)Oc1ccc(C(=S)N2CCOCC2)cc1 | -0.9 | 8 | 6 | -1.2 | 0 | 1.5 | -8 | 1.4 | -1
O=C(NCc1nc2ccccc2[nH]1)C1=C[C@H](c2ccc(Br)cc2)C[C@H](OCc2ccc(CO)cc2)O1 | -3.2 | -20 | 5 | -3.6 | -4 | -0.9 | -14 | 0.6 | -10
O=C(NCC1CCCO1)c1c(O)c2cccc3c2n(c1=O)CCC3 (stereo not given) | -3.1 | -2 | 4 | 1.2 | -4 | -0.8 | -4 | 0.3 | -2
COc1cc2cc(C(=O)N/N=C/c3ccccc3Cl)[nH]c2cc1OC | -2.8 | 3 | 23 | 0.5 | -5 | -2.3 | -12 | -0.5 | -28
CC12CCC(C/C1=N\N=C1\NC(=O)/C(=C\c3ccc(Cl)cc3)S1)C2(C)C (stereo not given) | 0.2 | 8 | -14 | -0.6 | 17* | -2.5 | -9 | -0.3 | -1
CCOc1ccccc1Nc1ncnc2c1cnn2-c1ccccc1 | . | . | 6 | . | 4 | 0.0 | . | -0.2 | .
O=C(NCc1ccccn1)C1CCCN(S(=O)(=O)c2cccc3nsnc23)C1 (stereo not given) | -1.9 | 3 | 14 | -1.4 | -3 | -1.0 | 2 | -0.5 | -7
N=c1oc2ccc(Br)cc2cc1C(=O)NCc1ccccc1 | -1.5 | 13 | 43 | -1.9 | -1 | 0.5 | -5 | 0.9 | 0
O=C(Nc1nncs1)C(Sc1ccccc1)c1ccccc1 (stereo not given) | -2.9 | -5 | 3 | -2.9 | -9 | -2.0 | -14 | -0.6 | -4
C/C(Cn1nc([N+](=O)[O-])cc1C)=N\NC(=O)COc1ccccc1[N+](=O)[O-] | -0.4 | 19 | -15 | -1.0 | 0 | -0.2 | 4 | 0.2 | -6
CN(CC(=O)Nc1cccc(F)c1)C(=O)/C=C/c1ccc2ccccc2n1 | 0.3 | 5 | -7 | -0.4 | -5 | -0.6 | -13 | 0.6 | -21
CC1=NC(C(F)(F)F)(C(F)(F)F)C(C#N)=C(C)N1 | -0.9 | 2 | -3 | -1.6 | 6 | 1.8 | -11 | 1.3 | -3
COc1ccc(OCCC(=O)NCC23CC4CC(CC(C4)C2)C3)cc1 | 0.1 | 4 | 43 | 0.7 | -8 | -2.1 | -4 | -0.8 | -31
O=C(Nc1nnc(S(=O)(=O)N2CCOCC2)s1)c1cccc(Br)c1 | -0.8 | -5 | 4 | 0.2 | -6 | 19 | -8 | 16 | -31
COc1ccc(OC)c(-n2c(CNC3CCN(Cc4ccccc4)CC3)nc3ccccc3c2=O)c1 | -4.8 | 14 | 10 | -2.0 | -6 | -0.6 | 1 | -0.8 | 5
Cc1ccc(-c2cn3c(=O)cc(C)[nH]c3n2)cc1 | -2.8 | -4 | -8 | -0.1 | -2 | -1.8 | -20 | -0.1 | -4
Cc1cc2nc(CSc3ccccc3)cc(=O)n2[nH]1 | -2.7 | 21 | -1 | -1.0 | 3 | -0.7 | -12 | 0.3 | -6
COc1nnc(-c2ccc(N3CCCCC3)c(NC(=O)C3CCCCC3)c2)c2ccccc12 | -2.0 | 4 | -20 | -2.5 | -4 | -0.3 | -8 | -0.3 | 0
CC1=CC2=NC(=O)/C(=C\c3cc(C)n(-c4ccccc4F)c3C)C(=N)N2O1 | -3.9 | -3 | 2 | -3.5 | -5 | -0.5 | 2 | 1.5 | -4
N/C(=N\NC(=O)Nc1ccccc1)c1ccccn1 | -2.3 | -7 | -54 | -5.7 | -1 | -0.6 | -12 | 0.8 | -4
Cc1ccccc1CSc1nc(C(C)(C)C)cc(=O)[nH]1 | -2.8 | 4 | 38 | -2.0 | -4 | -1.8 | -14 | 0.1 | -3
CCOc1ccc2nc(SCC(=O)NCc3ccccc3OC)[nH]c2c1 | -3.9 | -12 | 23 | -3.4 | -8 | -2.2 | 2 | -0.9 | -24

The list goes on.
SMILES | IMP-1 inh | NS3 helicase inh | PHOSPHO1 inh | VIM-2 inhibitor | GalR3 antag | OXTR ag | GPR7 antagonist | V1R ag counter | FID counter
Cc1ccc(Nc2ccc(NCc3ccccc3)nn2)cc1C | -0.8 | -62 | 16 | 1.8 | -3 | 2.4 | 4 | 2.6 | 9
C=CCn1c(SCC(=O)NCCc2ccccc2)nc2c([nH]c3ccccc32)c1=O | -1.9 | -1 | 43 | -1.6 | -3 | -0.5 | -12 | -0.5 | -12
CC1CCc2c(C(=O)N3CCN(S(=O)(=O)c4cccs4)CC3)csc2C1 (stereo not given) | 3.1 | -12 | -3 | -1.6 | -3 | 1.4 | -1 | 1.8 | -36
Cc1ccc(N2C(=O)Nc3cc(Cl)c(Cl)cc3N2O)cc1Cl | -3.2 | 10 | -10 | -3.5 | -5 | 1.9 | -4 | 1.6 | 3
Cc1cc(C(=O)NCC2CCCO2)n(-c2ccccc2)n1 (stereo not given) | -1.2 | -1 | 20 | -2.8 | 5 | -1.3 | -10 | -0.3 | 1
COc1cc(C=O)ccc1OCCOc1ccccc1[N+](=O)[O-] | -2.1 | -7 | -9 | -2.9 | -4 | -1.3 | 0 | -0.4 | 3
Cc1ccc(N2CCN(C(=O)N3CCOCC3)CC2)cc1C | -2.3 | 3 | -1 | -2.5 | 3 | 1.8 | -4 | 2.1 | -19
O=C(NCc1cn(-c2ccccc2)nc1-c1ccccc1)c1ccc([N+](=O)[O-])cc1 | -1.9 | -3 | -17 | -3.1 | -2 | -1.1 | -11 | -0.8 | 3
